TNAP inh noacc – human TNAP enzyme inhibitors, primary screen, biochemical, luminescent, no phosphate acceptor, uHTS. Alkaline phosphatase, tissue-nonspecific isozyme (Homo sapiens), P05186. purified TNAP, CDP-star luminescence, 30 min. inhibition, % at 20 µM. hit rate 0.26% among 200,000. AID 1012, 2008;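 active = tissue-nonspecific alkaline phosphatase inhibition above about 50% at 20 µM in the single-dose screen, limit read from the data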;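 note: 0% = DMSO negative control and 100% = EDTA positive control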
TNAP act hi DEA – TNAP activators at high phosphate acceptor level, primary screen, biochemical, luminescence, uHTS; purified TNAP, CDP-star luminescence, 1 M DEA, 30 min; stronger effect = higher value; 0 = EDTA background, 1 = DMSO-only activity; 200,000 tested, under 10 active; AID 1136, 2008; Alkaline phosphatase, tissue-nonspecific isozyme (Homo sapiens), P05186; activation factor at 20 µM;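 active = activation factor at least 2 at 20 µM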
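Dosing: 20 µM single point. System: human TNAP. Amount: TNAP 1/800 final. Incubation: 30 min, room temperature. Read-out: TNAP activation factor scaled between EDTA and DMSO control wells. Signal: luminescence from CDP-star hydrolysis. Medium: 1 M DEA, pH 9.8, Mg2+, Zn2+. Control set: EDTA negative control, DMSO positive control.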
FLuc act counter – FLuc activators, initial screening, artefact control for FLuc-dependent activation tests, biochemical, ATPlite luminescence. Luciferin 4-monooxygenase (Photinus pyralis), P08659. ATPlite luciferase biochemical, 10 min; 0 = ATP-free wells, 1 = DMSO control. activation factor at 10 µM. 200,000 tested, under 10 active;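 active = luciferase activation factor, scaled between plate controls, of at least 2 with compound at 10 µM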
Target sequence (P08659 whole entry, looked up): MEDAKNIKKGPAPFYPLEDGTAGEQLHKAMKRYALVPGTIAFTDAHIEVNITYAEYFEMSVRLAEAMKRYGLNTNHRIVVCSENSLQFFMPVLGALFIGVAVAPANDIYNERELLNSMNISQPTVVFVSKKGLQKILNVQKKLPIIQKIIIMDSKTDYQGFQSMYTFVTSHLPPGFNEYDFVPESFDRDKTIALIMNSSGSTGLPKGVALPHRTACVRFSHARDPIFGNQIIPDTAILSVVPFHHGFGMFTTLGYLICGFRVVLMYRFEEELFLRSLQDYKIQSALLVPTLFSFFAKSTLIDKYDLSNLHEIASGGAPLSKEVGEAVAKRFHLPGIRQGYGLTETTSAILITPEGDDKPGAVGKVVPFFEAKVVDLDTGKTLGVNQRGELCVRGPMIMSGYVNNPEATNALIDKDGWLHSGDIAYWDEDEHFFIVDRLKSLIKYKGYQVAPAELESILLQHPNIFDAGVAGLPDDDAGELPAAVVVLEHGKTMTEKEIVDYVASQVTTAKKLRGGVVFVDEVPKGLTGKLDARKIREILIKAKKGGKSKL
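Assay system: Luciferase/luciferin detection reagent, cell-free biochemical luciferase assay / Also added: ATP substrate / Schedule: 10 min at ambient temperature / Measured by: luminescence measurement of luciferase light output / Benchmarks: low control with PBS replacing ATP, high control enzyme plus ATP without compound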
PMI act hi M6P – human PMI activators, high substrate, primary screen, biochemical, fluorescence intensity, near-saturating mannose 6-phosphate | coupled PMI enzyme assay, resazurin fluorescence, 20 min; stronger effect = higher value; 1 = untreated enzyme, 0 = substrate-free blank | activation factor at 20 µM | Mannose-6-phosphate isomerase (Homo sapiens), P34949 | hit rate 0.34% among 190,000 | AID 1216, 2008;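 active = activation factor of 2 or more at 20 µM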
Target sequence (P34949 whole entry, looked up): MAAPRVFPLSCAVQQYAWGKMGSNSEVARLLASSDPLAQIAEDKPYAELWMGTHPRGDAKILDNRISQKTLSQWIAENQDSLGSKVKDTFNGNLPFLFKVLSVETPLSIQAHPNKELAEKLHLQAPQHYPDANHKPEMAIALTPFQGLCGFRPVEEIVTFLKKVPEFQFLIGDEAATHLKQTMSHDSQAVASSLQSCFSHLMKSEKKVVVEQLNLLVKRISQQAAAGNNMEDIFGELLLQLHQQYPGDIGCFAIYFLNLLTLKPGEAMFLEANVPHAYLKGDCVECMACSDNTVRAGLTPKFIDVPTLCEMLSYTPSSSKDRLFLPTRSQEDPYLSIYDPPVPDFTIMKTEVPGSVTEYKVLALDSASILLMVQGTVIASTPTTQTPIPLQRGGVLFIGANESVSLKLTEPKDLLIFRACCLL
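Test system: human phosphomannose isomerase with PGI, G6PDH, diaphorase coupling enzymes; Amount: PMI at 15 ng/mL final; Reagent: Mannose-6-phosphate 1.0 mM (near-saturating) plus 0.22 mM NADP+; Timing: 20 min, room temperature; Technique: resorufin fluorescence at Ex 544/Em 590 nm; Dosing: 20 µM single dose.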
NF-kB neuron act – activators of NF-kB expression in neurons, primary screen, cell-based, HTS; human neuronal cells, NF-kB reporter expression; stronger effect = higher value; fold change at 12.5 µM; hit rate 1.6% among 190,000; AID 1239, 2008; in the data active = fold change above about 3.3
bIAP act – bovine intestinal alkaline phosphatase activators, primary screen, biochemical, bovine IAP, CDP-star luminescence; alkaline phosphatase, intestinal [Bos taurus]; purified bovine IAP, 30 min; stronger effect = higher value; fold of DMSO-control signal, blank-subtracted; activation factor at 20 µM; hit rate 0.17% among 200,000;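 active = activation factor of 2 or more at 20 µM, a signal rise over negative controls twice the positive control's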
TNAP inh hiacc – human TNAP enzyme inhibitors, primary screen, biochemical, luminescent, high phosphate acceptor level, uHTS | Alkaline phosphatase, tissue-nonspecific isozyme (Homo sapiens), P05186 | purified TNAP, CDP-star luminescence, 1 M DEA | inhibition, % at 20 µM | hit rate 0.03% among 200,000 | AID 1135, 2008;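 active = over 50% inhibition of tissue-nonspecific alkaline phosphatase at 20 µM in the single-dose screen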;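 note: plate controls were DMSO wells for no effect and EDTA-quenched wells as full inhibition for full effect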
FLuc inhib CS – firefly luciferase enzyme inhibitors, primary screen, artefact control for luciferase-based inhibitor screens, biochemical, luminescence, ATPLite | Luciferin 4-monooxygenase (Photinus pyralis), P08659 | 10 min | inhibition, % at 10 µM | hit rate 1.5% among 200,000 | AID 1006, 2008;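 active = inhibition above about 50% when tested at 10 µM, limit read from the data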
PMI act – activators of human PMI, primary screen, biochemical, fluorescence intensity, near-Km mannose 6-phosphate. Mannose-6-phosphate isomerase (Homo sapiens), P34949. activation factor at 20 µM. AID 1214, 2008. purified human PMI, coupled resazurin fluorescence, 20 min; stronger effect = higher value; 1 = vehicle control, 0 substrate-free wells. hit rate 0.005% among 190,000;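 active = activation factor of 2 or more at 20 µM, relative to plate controls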
APP 5'UTR act – activators of APP 5'UTR luciferase reporter, primary screen, SH-SY5Y cells; activation, % at 2 µM; SH-SY5Y APP 5'UTR luciferase reporter, luminescence; zero percent = DMSO vehicle wells; AID 1276, 2008; hit rate 1% among 190,000;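 active = activation above a set limit, based on mean plus 3 SD of controls, cut at about 140% in these data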; note: values of inactives mirror those of a sister screen read the other way
* marks the source's active call; other numbers are inactive results.

SMILES	TNAP inh noacc	TNAP act hi DEA	FLuc act counter	PMI act hi M6P	NF-kB neuron act	bIAP act	TNAP inh hiacc	FLuc inhib CS	PMI act	APP 5'UTR act
O=C(NCc1ccc2c(c1)OCO2)c1ccco1	-12.3	1.1	1.1	1	1.29	1	-5.9	-5.5	1	8.1
CC(C)(C)c1nnc(N/N=C/c2ccccc2O)n(N)c1=O	-98.5	1	1	1.3	0.66	1	-2.0	-1.4	1.1	-76.4
Cc1ccc(C)c(C(=O)O/N=C(\N)c2ccc(Br)cc2)c1	-18.4	1	1	0.9	1.85	0.8	-4.5	3.2	0.8	10.1
O=c1cc(CN2CCN(Cc3ccccc3)CC2)c2cc(Cl)ccc2o1	-6.3	1.1	1.1	1	1.21	1	-8.9	-8.9	1	-15.6
O=C(Nc1ccccn1)c1ccc(=O)[nH]n1	-11.7	1	1.1	0.8	0.9	1	-0.4	-5.9	0.8	12.6
Cc1ccccc1Nc1c(F)c(F)c(F)c(F)c1C(=O)O	-3.2	1	1.1	1	1.07	1	-0.4	-6.1	1.1	20.5
COc1cc(/C=N/NC(N)=O)cc([N+](=O)[O-])c1O	9.5	0.9	1	0.6	1.08	0.9	14.5	-1.5	0.9	5.1
O=C(CSc1ccc(-c2ccc(F)cc2)nn1)N1CCN(c2ccccc2)CC1	-22.3	1	1.1	1	1	1	-1.8	-9.0	0.9	13.5
COc1cc(C2C3=C(CC(C)(C)CC3=O)N(C)C(=O)N2C)cc(OC)c1OC (stereo not drawn)	-13.6	1	1	0.9	1.35	0.9	-4.9	-4.9	1	-0.9
Cc1ccnc(NC2(C(F)(F)F)N=C3SCCN3C2=O)c1 (stereo not drawn)	-7.5	1	1.1	1	0.97	0.9	-4.9	-6.3	1	5.7
CCNc1nc2c(c(=O)[nH]c(=O)n2C)n1CC(C)C	-6.0	1	1.1	0.8	1.22	0.9	2.2	-5.2	0.8	3.4
Fc1ccccc1/C=N/n1cnnc1	-5.7	1	1.1	0.9	1.23	0.9	-1.2	-5.9	0.9	13.6
O=C(N/C(=C\c1ccccc1)C(=O)N1CCCCCC1)c1ccccc1	-2.3	1.1	1.1	1	1.14	1	-6.7	-5.3	1	-7.2
COc1ccc(C(=O)NCC(=O)N/N=C/c2cccc(OC(=O)c3ccco3)c2)cc1OC	-8.8	1	1	0.9	1.02	0.9	-4.4	-3.9	1	-6.1
Cc1nn(C)c(C)c1CN(C)C(=O)c1cnn2c1NC(c1ccccc1)CC2C(F)(F)F (stereo not drawn)	-12.9	1.1	1	1.1	1.15	1.1	-6.1	-3.5	1.1	10.9
COc1ccc(-c2cc(C3CCN(c4ccc(C(C)=O)cc4[N+](=O)[O-])CC3)[nH]n2)cc1	28.1	1	1	0.9	0.46	0.9	3.2	-4.5	0.9	5.6
CCCCCC(=O)NC(CC(=O)OC)c1ccc2c(c1)OCO2 (stereo not drawn)	-5.0	1	1	1	0.97	1.2	-3.8	-4.7	1	-6.9
Cc1ccc(N(C(C)C(=O)N2CCCCC2)S(C)(=O)=O)cc1C (stereo not drawn)	-10.2	1	1.1	0.9	1.01	1	-0.4	-6.9	0.9	11.4
CC(=O)N1c2ccccc2C(=O)OC1c1cccnc1 (stereo not drawn)	-9.4	1	1	1	1.2	1	-3.2	-1.6	1	0.3
CC(C)C(=O)Nc1nnc(Cc2ccccc2)s1	3.4	1.1	1.1	1	1.09	1	-5.5	-10.7	1	-14.5
c1ccc(-c2noc(-c3ccc4c(c3)OCO4)n2)cc1	-3.5	1	0.3	1.1	3.88*	1	-1.2	68.6*	1	167.3*
CC(=O)[C@H]1[C@@H]2C(=O)N(c3cccc(Cl)c3)C(=O)[C@@H]2[C@H]2c3ccccc3C=CN21	0.6	1.1	1.1	1.4	1.34	0.9	-5.4	-5.2	1.6	6.5
CCCCNCc1cc(OC)c(OCC(N)=O)cc1Br	-7.0	1	1	0.9	0.95	1	-1.4	-4.8	0.9	24.4
COc1ccc(C(c2nnnn2CCc2ccccc2)N2CCN(C)CC2)cc1OC (stereo not drawn)	-7.7	1	1.1	0.9	1.44	1.1	-3.9	-5.4	0.9	9.2
C=CCSc1nnc(NC(=O)COc2ccc3ccccc3c2)s1	-1.5	1	1	1	1.07	0.9	1.2	-2.3	1.1	21.4
CS(=O)(=O)N(CC(N)=O)c1cccc(Br)c1	-1.6	1	1	0.9	0.96	0.9	1.6	-3.9	0.9	-4.2
CN(Cc1ccccc1)C(=O)COC(=O)/C=C/c1ccco1	7.2	1	1	1.1	1.42	1.1	0.0	-2.4	1.1	-1.3
COc1cc(NS(=O)(=O)c2ccc(NS(=O)(=O)c3ccccc3)cc2)nc(OC)n1	-17.0	1.1	1.1	1	1.08	0.9	-9.6	-6.8	1.1	13.1
COC(=O)c1cc(C(=O)OC)cc(-n2c(C)cc(C(=O)COC(=O)CNS(=O)(=O)c3ccc(C)cc3)c2C)c1	14.8	1	1.1	0.9	1.25	1.1	1.7	-8.4	0.9	2.8
O=C(NCc1ccc2c(c1)OCO2)C1CCCN(C(=O)c2ccc(Cl)cc2)C1 (stereo not drawn)	-12.8	1.1	1	1	0.98	1	-11.8	-3.1	0.9	-24.0
CC(c1ccccc1F)n1cc(C(=O)NCCc2ccco2)nn1 (stereo not drawn)	-9.7	1	1.1	1	1.24	1	-4.2	-6.1	1	1.9
NC(=O)CN1CCN(C(=O)NC2CCCCC2)CC1	-14.2	1.1	1.1	1	1.5	1	-8.3	-7.3	1	-2.5
Cn1cnnc1SCCOc1ccc(Cl)cc1	-8.5	1	1	1	1.38	0.9	-3.2	-3.5	1.1	9.3
Cc1ccc(C(=O)Nc2ccc3c(c2)nc2n3CCSC2)cc1	26.2	1.1	0.4	0.9	5.44*	0.9	-6.5	62.0*	1	168.8*
COc1ccc(N2CCN(C(=O)c3ccc4c(Cl)c5c(nc4c3)CCCC5)CC2)cc1	-0.3	1	1.1	1	0.89	0.8	-0.2	-9.3	0.9	5.5
C=CCn1c(N)c(C(=O)NCC2CCCO2)sc1=S (stereo not drawn)	-10.2	1	1.1	1.1	1.21	1	-1.0	-5.6	1	0.8
Cc1ccc(N2C(=O)C3N=NN(CC(=O)N4N=C(c5ccccc5)CC4c4ccccc4)C3C2=O)cc1 (stereo not drawn)	8.1	1	1	1	1.12	1.1	-3.6	-3.2	1.1	-1.7
N#Cc1c(Nc2ccccc2)c(/C=N/N=C/c2ccccc2)c[nH]c1=O	-19.7	1	1	1	0.9	0.1	-1.1	0.9	0.9	18.7
Cc1ccccc1C(=O)Oc1cc(N)n(S(=O)(=O)c2ccccc2)n1	-10.1	1	1.1	1	1.21	1.1	-2.8	-6.2	1	13.2
Cc1nc(NC(=O)c2cccc(-c3cc4ccccc4oc3=O)c2)ccc1Br	4.3	1	1.1	1.1	1.97	0.8	1.4	-5.5	1	1.8

6 entries from above, in CSV form.
structure,TNAP inh noacc,TNAP act hi DEA,FLuc act counter,PMI act hi M6P,NF-kB neuron act,bIAP act,TNAP inh hiacc,FLuc inhib CS,PMI act,APP 5'UTR act
Cc1ccc(C(=O)Nc2ccc3c(c2)nc2n3CCSC2)cc1,26.2,1.1,0.4,0.9,5.44*,0.9,-6.5,62.0*,1,168.8*
COc1ccc(N2CCN(C(=O)c3ccc4c(Cl)c5c(nc4c3)CCCC5)CC2)cc1,-0.3,1,1.1,1,0.89,0.8,-0.2,-9.3,0.9,5.5
C=CCn1c(N)c(C(=O)NCC2CCCO2)sc1=S (stereo not drawn),-10.2,1,1.1,1.1,1.21,1,-1.0,-5.6,1,0.8
Cc1ccc(N2C(=O)C3N=NN(CC(=O)N4N=C(c5ccccc5)CC4c4ccccc4)C3C2=O)cc1 (stereo not drawn),8.1,1,1,1,1.12,1.1,-3.6,-3.2,1.1,-1.7
N#Cc1c(Nc2ccccc2)c(/C=N/N=C/c2ccccc2)c[nH]c1=O,-19.7,1,1,1,0.9,0.1,-1.1,0.9,0.9,18.7
Cc1ccccc1C(=O)Oc1cc(N)n(S(=O)(=O)c2ccccc2)n1,-10.1,1,1.1,1,1.21,1.1,-2.8,-6.2,1,13.2

The list continues:
SMILES	TNAP inh noacc	TNAP act hi DEA	FLuc act counter	PMI act hi M6P	NF-kB neuron act	bIAP act	TNAP inh hiacc	FLuc inhib CS	PMI act	APP 5'UTR act
O=C(COC(=O)c1cc(Br)ccc1Cl)NC1CC1	-20.8	1	1	1	1.37	0.8	-3.8	-2.4	0.9	20.4
OCC1CCN(Cc2cn(Cc3ccccc3)nc2-c2cc3ccccc3o2)CC1	-3.3	1.1	1.1	0.9	0.8	1	-5.3	-7.0	0.9	-1.0
Cn1cccc1CC(=O)NNC(=O)Nc1cccc(Cl)c1	-15.9	1	1	1	0.93	1	0.9	-3.0	0.9	2.4
N#CCSCC(=O)Nc1ccc(Cl)cc1	-16.9	1.1	1.1	1.1	1.39	0.9	-5.1	-6.6	1	-24.7
Cc1ccc(-c2ccc(SCC(=O)Nc3nonc3C)nn2)cc1	-7.9	1	0.7	0.9	1.31	0.9	-3.2	29.0	0.8	17.7
Cc1n[nH]c(=O)nc1NCc1ccccc1	-13.7	1	1	1	1.1	0.8	-0.7	-3.1	1	3.8
Cc1cc(C(=O)COC(=O)CN(C)S(=O)(=O)c2ccc(Cl)cc2)c(C)n1CC1CCCO1 (stereo not drawn)	-10.1	1.1	1	0.8	1.06	1.1	-5.2	0.5	0.9	8.0
O=C(O)CC(NC(=O)Cc1ccc([N+](=O)[O-])cc1)c1ccc2c(c1)OCO2 (stereo not drawn)	-5.5	1	1.1	1.1	1.35	1.3	-3.1	-8.7	1.3	-8.1
CCn1cc(C(=O)NCc2cccc(F)c2)c(=O)c2cc(F)c(N3CCN(C(=O)c4ccco4)CC3)cc21	-7.0	1	1	0.9	0.55	1.1	-2.8	-1.7	0.9	-24.1
CC(=O)c1c(NC(=O)C(C)C)nc(C)nc1-c1ccccc1	-10.9	1	1.1	0.9	1.02	0.9	-3.6	-5.3	0.9	-5.8
CCOC(=O)C1=C(C)NC(=O)NC1c1cc(Br)c(O)c(OC)c1 (stereo not drawn)	-6.5	1	1	0.8	1.26	0.9	-2.2	-2.8	0.9	-2.7
Cc1onc(-c2ccccc2Cl)c1C(=O)Nc1ccc(-c2cn3cccnc3n2)cc1	1.0	1	1	1.3	0.46	1	-4.9	-2.8	1.2	2.8

Screens: PubChem, several laboratories
